L3MBTL1 inh – inhibitors of human L3MBTL1. Potency, µM (top dose mostly 57.1 µM), for inactives: top-dose activity, negative = inhibition, usual class: inhibitors. Q9Y468. hit rate 0.66% among 230,000. AlphaScreen L3MBTL1–H3K9me1 peptide binding; further: potency means the concentration at half of the fitted maximal effect; on the % scale 0 is the no-effect control and ±100 the full control effect; nearly all actives have a fitted effect of over 60% in size
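L3MBTL1 50 nM + b-AHA-H3(1-15)K9me1 75 nM, 30 min RT; compound added, 30 min RT; streptavidin donor/Ni-chelate acceptor beads 10 ug/mL each final, 30 min RT dark; AlphaScreen read.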
Epigenetic derep – regulators of epigenetic silencing causing reporter derepression in mouse cells | Potency, µM (titrated, usually from 53.9 µM), for inactives: at the highest dose GFP activation, actives largely listed as activators | hit rate 0.2% among 280,000 | murine LDR cells, GFP reporter derepression, 30 h | AID 1865; further: potency means the concentration at half of the fitted maximal effect; % of control where 0% means no effect; nearly all actives have a fitted effect of over 60% in size
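Reporter derepression read as number of fluorescent GFP-positive objects, 20-120 um in size, counted by laser-scanning cytometer. Mouse LDR line with an epigenetically silenced CMV-GFP locus; compound incubation 30 h, 37 C.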
CBFb-RUNX1 inh – CBF-beta/RUNX1 interaction disruption. AlphaScreen CBFb-His/RUNX1-biotin binding, biochemical. Q01196+Q13951. Potency, µM (titrated, usually from 59.8 µM), for the others: at the top dose activity, negative = inhibition, hits mostly inhibitors. 230,000 tested, under 10 active. AID 1477; further: % of control where 0% means no effect
Target sequence (Q01196 whole entry, looked up): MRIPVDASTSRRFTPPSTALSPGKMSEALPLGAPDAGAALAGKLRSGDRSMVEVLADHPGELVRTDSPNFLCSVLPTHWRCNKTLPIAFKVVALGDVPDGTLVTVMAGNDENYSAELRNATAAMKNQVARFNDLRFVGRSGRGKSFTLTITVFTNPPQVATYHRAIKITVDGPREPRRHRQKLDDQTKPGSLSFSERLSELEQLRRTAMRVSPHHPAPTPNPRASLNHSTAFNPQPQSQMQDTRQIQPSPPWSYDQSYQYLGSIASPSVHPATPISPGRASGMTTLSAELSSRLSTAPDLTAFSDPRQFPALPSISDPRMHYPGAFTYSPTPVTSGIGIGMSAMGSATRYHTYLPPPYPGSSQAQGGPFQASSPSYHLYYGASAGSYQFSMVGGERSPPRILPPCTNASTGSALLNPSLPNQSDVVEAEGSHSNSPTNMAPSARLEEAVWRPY
Target sequence (Q13951 whole entry, looked up): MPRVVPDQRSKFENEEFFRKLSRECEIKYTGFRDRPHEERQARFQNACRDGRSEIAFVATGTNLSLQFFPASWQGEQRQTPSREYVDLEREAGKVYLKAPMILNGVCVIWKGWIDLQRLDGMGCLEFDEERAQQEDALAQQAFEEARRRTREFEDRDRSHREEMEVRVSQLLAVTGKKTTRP
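His-tagged CBF-beta and biotinylated RUNX1 (30 nM each) were premixed 20 min at room temperature, exposed to compound for 15 min, then given nickel-chelate and streptavidin AlphaScreen beads (50 ng each). After 90 min, AlphaScreen signal was read.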
IMPase Li cell – IMPase inhibition in cells with lithium potentiation; hit rate 0.35% among 210,000; Potency, µM (series often up to 59.4 µM), without a hit: at the top dose activity, negative = IMPase inhibition, hits mostly inhibitors; CHO-M1 cells, IP1 TR-FRET (IP-One), carbachol + lithium;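 further: IP1 builds up when IMPase is blocked and the TR-FRET signal falls; potency means the concentration at half of the fitted maximal effect; plate controls were basal vehicle for no effect and high inhibitor control for full effect; nearly all actives have a fitted effect of over 50% in size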
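Readout is a homogeneous TR-FRET IP1 immunoassay (Ex 320, Em 665 and 620), where raised cytosolic IP1 lowers signal. Cells were CHO-M1 treated 30 min at 37C with test compounds plus a little lithium; AC50 values came from Hill-equation fitting.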
Luc counter – Kinase-Glo luciferase inhibition (counter-screen); Q27757; Kinase-Glo luciferase, ATP luminescence, 8 min; Potency, µM (titrated, usually from 38.3 µM), for inactives: at the highest dose activity change, negative = inhibition, hits mostly inhibitors; hit rate 0.28% among 200,000; further: potency means the concentration at half of the fitted maximal effect; on the % scale 0 is the no-effect control and ±100 the full control effect; nearly all actives have a fitted effect of over 60% in size
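Kinase-Glo luciferase light output from ATP and luciferin was measured with 10 uM ATP, within the enzyme's linear range. Buffer: 50 mM imidazole pH 7.2, 50 mM KCl, 7 mM MgCl2, 0.01% Tween 20, 0.05% BSA; luminescence read after 8 min at ambient temperature.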
NPSR antagonist – neuropeptide S receptor (human) antagonism, cAMP; CHO-NPSR cells, cAMP TR-FRET, antagonist mode; Potency, µM (highest dose often 38.3 µM), without a hit: at the top dose activity change, negative = inhibition, usual class: inhibitors; hit rate 1% among 220,000; further: potency means the concentration at half of the fitted maximal effect; on the % scale 0 is the no-effect control and ±100 the full control effect; nearly all actives have a fitted effect of over 50% in size; many of its hits are not listed in these tables
Target sequence (Q6W5P4 whole entry, looked up): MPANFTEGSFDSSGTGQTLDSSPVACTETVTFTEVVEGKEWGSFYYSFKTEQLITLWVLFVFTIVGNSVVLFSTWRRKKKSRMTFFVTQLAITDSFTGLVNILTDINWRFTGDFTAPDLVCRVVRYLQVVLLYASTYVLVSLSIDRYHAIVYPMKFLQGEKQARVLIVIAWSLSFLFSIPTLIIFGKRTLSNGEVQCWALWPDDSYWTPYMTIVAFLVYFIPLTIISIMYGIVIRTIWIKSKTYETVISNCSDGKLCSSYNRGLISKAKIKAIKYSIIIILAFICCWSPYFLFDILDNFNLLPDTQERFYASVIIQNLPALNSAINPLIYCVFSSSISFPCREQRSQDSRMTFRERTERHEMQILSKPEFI
HTT aggregate – inhibitors of mutant huntingtin aggregate formation in PC12 cells | PC12 HttQ103-GFP aggregates, Acumen cytometry, 40 h | Potency, µM (titrated, usually from 46.1 µM), for inactives: top-dose activity change, negative = inhibition, most hits filed as inhibitors | hit rate 1.1% among 220,000 | AID 1688; further: potency means the concentration at half of the fitted maximal effect; on the % scale 0 is the no-effect control and ±100 the full control effect; nearly all actives have a fitted effect of over 60% in size
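Quantitative HTS on tebufenozide-induced (100 nM) PC12 cells stably expressing polyQ103 Huntingtin exon 1–GFP. Reduction of bright GFP aggregates, detected by laser scanning cytometry after lysis, identified actives across the titration.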
Active calls of the source: *; ? = inconclusive; nt = not tested or not shown; [ ] = dose if it differs, or a comment. The call rests on the fitted dose curve; in most records, active means well fitted curve in the direction sought with a large enough effect; inconclusive means small, poorly fitted or top-dose-only effect, or another doubt; inactive means no such curve, though single readings can be large; an effect the other way counts as inactive or inconclusive.

canonical_smiles	L3MBTL1 inh	Epigenetic derep	CBFb-RUNX1 inh	IMPase Li cell	Luc counter	NPSR antagonist	HTT aggregate
C/C(=N\NC(=O)Cn1nc(C)c([N+](=O)[O-])c1C)c1ccco1	nt	-0.4%	8%	nt	nt	6%	-11%[9.22 µM]
CC(=O)C1C(=O)C=C(c2cccs2)CC1c1ccccc1 (stereo unspecified)	?	1.3%	-7%	18%	0%	-31%	-13%
CC(=O)Nc1ccc(S(=O)(=O)Nc2cccc(NC(=O)c3ccco3)c2)cc1	15%	-3.0%	2%	1%	1%	8%	7%
CCOCC(=O)Nc1ccc(C)c(Cl)c1	nt	-1.4%	-2%	18%[38.3 µM]	-4%	-1%[46.1 µM]	7%
CC(C)CCn1nnnc1CN1CCN(C(c2ccccc2)c2ccccc2)CC1	2%	1.3%	14%	9%	2%	?	?
CC1CCc2c(C(=O)Nc3ccccn3)csc2C1 (stereo unspecified)	nt	1.8%	18%	nt	nt	-18%	-8%[9.22 µM]
COC(=O)C(OC(=O)c1ccc(OC)cc1)C(=O)OC	-1%	-0.8%	0%	11%	2%	-13%[46.1 µM]	10%
Cc1c(/C=N\NC(=O)C2COc3ccccc3O2)c2ccccc2n1C (stereo unspecified)	-3%	3.4%	-2%	0%	2%	?	?
O=S(=O)(Cc1ccccc1)N1CCCc2ccccc21	nt	0.0%	4%	4%	-2%	7%	-14%
COc1cc2c(cc1NC(=O)COC(=O)c1ccccc1)oc1ccccc12	-5%	4.7%	2%	-17%	-4%	-8%	10%
CCOc1ccc(NC(=O)c2cccc(-n3cnnn3)c2)cc1	9%	-0.5%	1%	3%[38.3 µM]	11%	-1%[46.1 µM]	2%
O=C(/C=C\c1cccs1)c1c(O)ccc2ccc(=O)oc12	-3%	4.6%	-1%	4%	-1%	-25%	11µM*
CCN(CC)c1cc(C)c2cc(NC(=O)c3cccs3)ccc2n1	nt	5.1%	0%	19%	-2%	-40%	0%
CC1CCN(C(=S)NC(=O)c2ccccc2)CC1	nt	-1.0%	-1%	23%[38.3 µM]	4%	-2%[46.1 µM]	13%[1.84 µM]
CCOC(=O)C(NC(=O)c1ccccc1)(OCc1ccc(F)cc1)C(F)(F)F (stereo unspecified)	9%	0.0%	2%	1%	-3%	-12%	-9%
O=C(CCc1nc2ccccc2c(=O)[nH]1)OCc1nnc(-c2ccccc2)o1	5%	2.1%	-1%	0%[38.3 µM]	-1%	-11%[46.1 µM]	-5%
COc1ccc2c(c1)c(C(=O)N/N=C/c1ccc(OC)c(OC)c1)c(C)n2C	0%	-1.0%	-3%	6%	-3%	8%	3%
COc1ccc(/C(C)=N/NC(=O)c2ccccc2OCc2ccccc2)c(OC)c1	-26%	-2.7%	4%	18%	-5%	-45%	12%
N#CC1=C(N)NC(=S)C(C(N)=O)C1c1ccc([N+](=O)[O-])cc1 (stereo unspecified)	-5%	0.3%	?	5%	-1%	5%	?
O=c1c2ccccc2[nH]c(=S)n1CCc1ccccc1	-3%	-1.3%	-13%	-9%	-4%	1%	-17%
COc1cc(/C=C2\SC(=Nc3ccccc3)N(Cc3ccco3)C2=O)ccc1OC(C)C(=O)O (stereo unspecified)	-12%	-3.0%	-11%	15%	2%	?	7%
Cc1c(NC(=O)/C(=C/c2cccs2)NC(=O)c2ccccc2)c(=O)n(-c2ccccc2)n1C	nt	1.2%	1%	3%	0%	10%	2%
O=C(NCc1ccccc1)C1=C[C@H](C2CC2)C[C@H](OCc2ccc(CO)cc2)O1	3%	2.5%	15%	-5%	nt	38%	-10%[9.22 µM]
COc1ccc(N2CCc3c(C)nc4c(OC)cccc4c32)cc1	-24%	-6.5%	12%	29%	-2%	-26%	-16%
COc1ccc(C)cc1NC(=O)C(=O)NNC(=O)COc1ccc(Cl)cc1	4%	-0.1%	1%	3%	2%	-19%	-3%
CC(C)N=C1SC(CC(=O)Nc2ccccc2)C(=O)N1C(C)C (stereo unspecified)	12%	0.1%	5%	5%	-2%	-14%	0%[9.22 µM]
Cc1ccc(NC(=O)CN2C(=O)C3CC=CCC3C2=O)cc1S(=O)(=O)N1CCOCC1 (stereo unspecified)	-5%	-1.4%	10%	-4%	1%	2%	1%
CCOC(=O)c1cnc2ccccc2c1Nc1ccc2c(c1)OCCO2	-19%	4.2%	10%	29%	-1%	-21%	6%
CN1CCN(S(=O)(=O)c2ccc(NC(=O)c3cccc(S(=O)(=O)N4CCCC4)c3)cc2)CC1	-3%	-5.4%	-1%	10%[38.3 µM]	-3%	-17%[46.1 µM]	3%
CC(C)CC(C(=O)NC(=O)NCc1ccccc1)N1C(=O)c2ccccc2C1=O (stereo unspecified)	-8%	0.0%	-3%	-4%[38.3 µM]	-3%	-23%[46.1 µM]	22%
Cc1ccc(-n2c(SCC(=O)NC3CCCCC3)nc3c(c2=O)SCC3)cc1	2%	-0.8%	11%	32%[38.3 µM]	-2%	-12%[46.1 µM]	-12%
COc1cccc(-n2c(SC3CCOC3=O)nc3ccccc3c2=O)c1 (stereo unspecified)	?	-0.8%	-5%	1%	1%	-1%[46.1 µM]	5%
O=C(CC(c1ccco1)S(=O)(=O)c1ccccc1)c1ccc(F)cc1 (stereo unspecified)	34%[activator][11.4 µM]	-2.1%	3%	26%[38.3 µM]	-2%	-5%[46.1 µM]	8%
COCCn1c(C)cc(C2=NNC(=Nc3ccccc3)SC2)c1C	7%	-0.3%	-12%	21%[38.3 µM]	-3%	-4%[46.1 µM]	6%
COC(=O)c1ccccc1NC(=O)c1cnn2cccnc12	3%	-0.9%	5%	5%	1%	6%	10%
O=C(NCc1ccccc1Cl)C1CCC(CNc2c(N3CCCCC3)c(=O)c2=O)CC1 (stereo unspecified)	9%	-1.7%	6%[2.36 µM]	3%	6%	8%	-20%
COc1ccc(CCNC(=O)c2c[nH]c3ccccc3c2=O)cc1OC	32%[activator]	-0.7%	5%	9%[38.3 µM]	0%	-21%[46.1 µM]	14%
Cc1ccc2[nH]c(O)c(N=NC(=O)CCc3ccccc3)c2c1Br	4%	11%	-6%	-5%	-1%	26%	?
Cc1cccnc1CN1CCN(Cc2nc(Cc3cccc(F)c3)no2)CC1	-18%	1.5%	0%	14%	1%	-17%	16%
O=C(Nc1cccc(-c2nc3ccccc3s2)c1)c1cccs1	6%	0.0%	13%	6%	1%	4%	-25%

Sorted by SMILES length (rising): three of the compounds above.
canonical_smiles	L3MBTL1 inh	Epigenetic derep	CBFb-RUNX1 inh	IMPase Li cell	Luc counter	NPSR antagonist	HTT aggregate
O=C(Nc1cccc(-c2nc3ccccc3s2)c1)c1cccs1	6%	0.0%	13%	6%	1%	4%	-25%
CC(C)N=C1SC(CC(=O)Nc2ccccc2)C(=O)N1C(C)C (stereo unspecified)	12%	0.1%	5%	5%	-2%	-14%	0%[9.22 µM]
Cc1c(NC(=O)/C(=C/c2cccs2)NC(=O)c2ccccc2)c(=O)n(-c2ccccc2)n1C	nt	1.2%	1%	3%	0%	10%	2%

(more compounds)
canonical_smiles	L3MBTL1 inh	Epigenetic derep	CBFb-RUNX1 inh	IMPase Li cell	Luc counter	NPSR antagonist	HTT aggregate
O=C(O)/C=C/c1cccc(NC(=O)c2ccc(Cl)cc2)c1	36%[activator]	-0.1%	1%	4%	-2%	-4%	-12%[9.22 µM]
O=C(O)C1=C[C@@H](C2CCCCC2)C[C@@H](OCCCCO)O1	18%	-3.0%	6%	1%	nt	-19%	-5%[9.22 µM]
NS(=O)(=O)c1ccc(CNC(=S)Nc2ccc(F)c(Cl)c2)cc1	nt	4.9%	-13%	-3%	nt	-8%	25%
Cc1c(C(=O)Nc2cccc(Cl)c2)oc2ccc(S(=O)(=O)N3CCC4(CC3)OCCO4)cc12	36%[activator]	-1.9%	-1%	-4%[38.3 µM]	-5%	-19%[46.1 µM]	?
COc1cc(Nc2nc3ccccc3n3nnnc23)cc(OC)c1OC	0%	?	-1%	5%[38.3 µM]	-5%	-6%[46.1 µM]	-27%
CC(C)Sc1nc2ccc(N3C(=O)C4CCCCC4C3=O)cc2s1 (stereo unspecified)	-4%	-3.2%	-2%	3%	3%	7%	-21%
NC(=O)c1ccccc1NC(=O)Nc1ccccc1Cl	nt	3.5%	0%	-7%	-12%	21%	-12%
O=[N+]([O-])c1cccc(/C=N/Nc2ccccn2)c1	-2%	3.0%	3%	7%	-1%	14%	2%
Cc1ccc(-c2ccc(=O)n(CC(=O)Nc3ccc4c(c3)OCCO4)n2)cc1	-4%	0.0%	2%	0%	4%	2%	16%[9.22 µM]
COc1ccc2cc(C(=O)C3CCCN(Cc4cnc(C)s4)C3)ccc2c1 (stereo unspecified)	-23%	-0.1%	11%	12%	nt	20%	1%[9.22 µM]
CCOC(=O)N1CCC(Nc2c(NCCCOC)c(=O)c2=O)CC1	-7%	2.5%	5%	4%[38.3 µM]	2%	1%[46.1 µM]	10%
O=S(=O)(c1ccc(-c2ccccc2)cc1)N1CCOCC1	nt	-0.7%	3%	-1%[38.3 µM]	12%	-19%[46.1 µM]	-16%
COc1cc(Cl)c(C)cc1NC(=O)COC(=O)c1cnc(C)cn1	3%	0.0%	13%	-3%	3%	4%[46.1 µM]	-17%
Cc1cc(C)cc(-n2nnc(C(=O)NCc3ccc4c(c3)OCO4)c2N)c1	2%	-0.3%	7%	13%	7%	-16%[46.1 µM]	-21%
O=C1NC(=S)N/C1=C\c1ccc(Oc2ccc(C(F)(F)F)cc2[N+](=O)[O-])c(Cl)c1	nt	1.1%	15%	nt	nt	9%	-16%[9.22 µM]
Cc1cccc(N2CCN(C(=O)CN3C(=O)NC(C)(C)C3=O)CC2)c1C	-2%	3.8%	2%	nt	nt	-26%	4%[9.22 µM]
COc1ccccc1-n1cnc2c(c1=O)c1nc3ccccc3nc1n2-c1ccc(C)cc1	35%[activator]	1.0%	-1%	4%	2%	-47%	27%
CN(CC(=O)Nc1ccc(Cl)c(Cl)c1)C(=O)/C=C/c1ccc(F)cc1	-4%	0.1%	-2%	nt	nt	3%[46.1 µM]	10%

Assay outcomes: PubChem, National Center for Advancing Translational Sciences (NCATS)

The list is partial; rates above refer to the full screens.
